Bioassay records deposited in PubChem BioAssay by several laboratories.
FXN GAA850 act = frataxin GAA850 promoter activation | activation, % at 6 µM | HEK293 lucGAA850 FXN promoter luciferase reporter, 24 h; percent of 10 µM SAHA response | 360,000 tested, 0.56% active | AID 540364;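 active = activation above the average of all compounds screened plus 3 SD, cutoff fixed separately per campaign, cut at about 7.5% in these data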;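 also: 0% = DMSO wells and 100% = 10 µM SAHA wells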
ARFGAP1 inh = inhibits rat ARF GTPase activating protein 1; Arfgap1-stimulated ARF1 GTP hydrolysis, GDP FP detection; Q62848; 360,000 tested, 0.26% active; inhibition, % at 16.5 µM;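 active = inhibition above a per-plate limit, mean inhibition of low control wells plus 3 SD, cut at about 25% in these data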;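 also: 0% = DMSO wells with enzyme and 100% = wells lacking Arfgap1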
Target sequence (Q62848 1-136 limits assumed): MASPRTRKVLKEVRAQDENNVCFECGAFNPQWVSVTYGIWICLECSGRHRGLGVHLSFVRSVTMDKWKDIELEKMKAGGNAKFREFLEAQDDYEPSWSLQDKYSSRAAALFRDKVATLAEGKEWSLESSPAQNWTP
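Material: rat Arfgap1 catalytic domain, aa 1-136; also added: human ARF1(Δ1-17)-GTP substrate; compound dosing: one concentration, 16.5 µM, DMSO 1.26%; incubation: GTP hydrolysis reaction 2 h at 25 °C; measured by: Tracer-displacement fluorescence polarization with EDTA stop, 620/688 nm; evaluation: % inhibition from polarization; repeats: one replicate per compound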
ASAP1 GAP inh = blocks human ASAP1-stimulated Arf1 GTP hydrolysis; Q9ULH1; GDP FP detection; inhibition, % at 16.5 µM; 360,000 tested, 0.19% active; AID 624377; in the data active = inhibition above about 25%;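 also: 0% = vehicle with enzyme and substrate and 100% = no enzyme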
ADAM10 inh = ADAM10 inhibition, QFRET primary screen | inhibition, % at 7 µM | 370,000 tested, 0.62% active | AID 720582 | O14672 | recombinant ADAM10, EDANS/DABCYL FRET peptide cleavage, 3 h;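 active = inhibition above a per-campaign cutoff equal to the mean of compounds falling between control-based bounds plus 3 SD, cut at about 20% in these data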;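 also: 0% = DMSO wells while the 100% control is not disclosed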
HGIII-sPLA2 inh = Inhibits HGIII-sPLA2 liposome hydrolysis, primary screen. Q9NZ20. QFRET BODIPY PC-A2 liposome hydrolysis, fluorescence. inhibition, % at 12.2 µM. 370,000 tested, 0.56% active. AID 743126;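 active = inhibition above mean plus 3 SD of compounds lying within the high and low control bounds, cut at about 19% in these data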;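 also: 0% = median of test compound wells and 100% = no enzyme DMSO wells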
Target sequence (Q9NZ20 whole entry, looked up): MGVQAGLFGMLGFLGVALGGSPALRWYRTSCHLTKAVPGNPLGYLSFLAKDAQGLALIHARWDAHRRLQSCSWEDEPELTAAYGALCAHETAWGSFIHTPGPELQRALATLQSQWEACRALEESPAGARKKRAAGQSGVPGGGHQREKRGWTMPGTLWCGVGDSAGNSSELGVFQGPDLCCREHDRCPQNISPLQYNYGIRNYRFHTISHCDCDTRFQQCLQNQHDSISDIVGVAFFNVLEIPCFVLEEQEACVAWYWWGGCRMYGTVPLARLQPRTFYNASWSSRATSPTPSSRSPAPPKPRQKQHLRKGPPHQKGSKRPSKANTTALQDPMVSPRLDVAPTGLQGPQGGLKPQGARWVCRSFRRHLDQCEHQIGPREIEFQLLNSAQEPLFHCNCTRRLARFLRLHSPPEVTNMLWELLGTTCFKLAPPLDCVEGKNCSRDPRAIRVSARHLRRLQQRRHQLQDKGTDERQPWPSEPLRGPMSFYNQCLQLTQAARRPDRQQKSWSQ
KLK7 zymogen act = activators of human kallikrein-7 zymogen; P49862; purified proKLK7, EDANS-DABCYL substrate fluorescence; 100% is mature enzyme control, 0% vehicle; 370,000 tested, 0.9% active; activation, % at 7 µM;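 active = activation above the mean of all tested compounds plus 3 SD, computed per campaign excluding outliers beyond control limits, cut at about 13% in these data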
Target sequence (P49862 whole entry, looked up): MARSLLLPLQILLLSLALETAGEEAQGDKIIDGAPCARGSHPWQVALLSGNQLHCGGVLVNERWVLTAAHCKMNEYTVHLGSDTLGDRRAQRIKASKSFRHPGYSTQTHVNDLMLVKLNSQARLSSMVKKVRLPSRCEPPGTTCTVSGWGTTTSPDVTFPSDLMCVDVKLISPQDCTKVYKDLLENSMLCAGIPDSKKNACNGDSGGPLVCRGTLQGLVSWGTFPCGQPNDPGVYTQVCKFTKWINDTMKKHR
GC-A act = GC-A (human) enzyme activation; activation, % at 10 µM; P16066; HEK293 GC-A cells, cGMP TR-FRET, EC30 ANP; 0% at EC30 ANP, 100% saturating ANP; AID 1671463; 370,000 tested, 0.14% active; in the data active = activation above about 40%
GC-B act = GC-B (human) receptor activation; AID 1920062; P20594; 370,000 tested, 0.11% active; HEK293-GC-B cells, CNP EC30, cGMP TR-FRET; 0% at EC30 CNP, 100% saturating CNP; activation, % at 10 µM;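 active = activation at 10 µM reaching about 35% in either raw or pattern-adjusted values, limit read from the data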
Tn6 DDE FP = inhibitors of Tn6 peptide binding to human fibrin DD(E) | P02675 | Fibrin DD(E) TRITC-Tn6 fluorescence polarization displacement | inhibition, % at 8.3 µM | 370,000 tested, 0.21% active;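 active = inhibition above a per-campaign cutoff: mean of compounds within control limits plus 3 SD, cut at about 15% in these data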;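 also: 0% = median of all compound wells on the plate and 100% = blocking peptide control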
rCAG binder = molecules binding r(CAG) RNA repeats; 370,000 tested, 1.3% active; inhibition, % at 3 µM; r(CAG) RNA repeat, TO-PRO-1 dye displacement fluorescence;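 active = inhibition above the plate cutoff, the mean of all test compounds on that plate plus 3 SD, cut at about 35% in these data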;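 also: 0% = DMSO alone and 100% = 100 µM mitoxantrone as full dye displacement; higher means more dye released from RNA so lower well fluorescence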
An asterisk follows results filed as active; i = inactive; . = no result given.

SMILES	FXN GAA850 act	ARFGAP1 inh	ASAP1 GAP inh	ADAM10 inh	HGIII-sPLA2 inh	KLK7 zymogen act	GC-A act	GC-B act	Tn6 DDE FP	rCAG binder
CCCCn1nc2cc(C(=O)NCc3ccc4c(c3)OCO4)ccc2c1OCC	-0.8	6	7	i	-1	-15	-4	3	10	-2
CCOC(=O)c1c(S(=O)(=O)N2CCC(C)CC2)c(C)n(C)c1C	1.8	-2	1	1	3	0.2	1	-1	-3	-4
O=C1CCCC2=C1C(c1ccccc1)CC(=O)N2c1ccc(F)cc1F (stereo not drawn)	-2.6	-3	-13	9	1	-0.9	2	0	10	-2
CC(C)(Oc1ccc(Cl)cc1)C(=O)NC1CCN(Cc2ccccc2)CC1	-1.3	2	16	-13	-1	0.3	-12	-13	-1	-10
COc1ccccc1NS(=O)(=O)c1cc(C(=O)NCC(c2ccc(F)cc2)N2CCOCC2)ccc1C (stereo not drawn)	-2.0	12	-4	-9	-4	0.5	-3	8	0	-2
O=C(c1ccccc1)c1ccccc1N1C(=O)C=CC1=O	-0.3	6	4	8	-2	0.0	-24	-12	1	11
O=C(N/N=C/c1cccc(O)c1)c1ccc(NC(=O)C2CCCCC2)cc1	1.1	2	13	3	-6	0.1	-2	5	-8	5
CC(C)c1ccccc1NC(=O)COC(=O)c1cc([N+](=O)[O-])ccc1N1CCOCC1	0.1	-7	2	6	-7	1.1	2	-2	-5	-1
COc1cccc(-c2nn(-c3ccccc3)cc2/C=C\C(=O)c2cccs2)c1	3.7	10	4	-4	-6	-4.2	-3	2	-12	11
CC(OC(=O)c1cc(=O)c2cc(Cl)ccc2o1)C(=O)N1CCCC1 (stereo not drawn)	-2.2	2	-1	-20	6	1.3	2	-4	-2	-5
COc1cc(C=O)ccc1OCCOCCOc1ccc(Cl)cc1	0.2	1	6	3	4	0.3	4	-13	2	-7
Cc1nn(C2CCS(=O)(=O)C2)c(Cl)c1/C=C/C(=O)OCC(=O)Nc1ccccc1[N+](=O)[O-] (stereo not drawn)	0.0	2	10	7	2	-0.2	0	4	-7	1
COc1cccc(C(=O)Nc2nc(SCc3ccc(Cl)cc3)n[nH]2)c1	2.0	-2	-12	1	-6	0.2	1	-3	5	1
Cc1cccc(OCCNC(=O)CSc2ccc(C(F)(F)F)cc2[N+](=O)[O-])c1	0.6	-1	-9	8	5	0.6	-3	0	3	1
C/C(=N\NC1=NCCN1)c1ccccc1	-0.1	-18	-5	-7	5	0.7	-7	-2	0	-2
O=C(c1ccc(F)cc1)N1CCN(C2CCCCC2)CC1	0.9	-5	-7	-5	1	-0.5	2	1	5	-5
Fc1ccc(-c2cc3nc(-c4ccccc4)cc(N4CCN(CCN5CCOCC5)CC4)n3n2)cc1	-3.3	2	10	i	-25	-56	-2	-8	-11	6
Cc1ccc2c(COC(=O)C3CSC4(C)CCC(=O)N34)cc(=O)oc2c1C (stereo not drawn)	0.8	2	4	-26	11	-0.4	1	8	5	3
CCN(CC)C(=O)c1ccc(C(CCOC(=O)Oc2ccccc2)c2ccc(OC)cc2)cc1 (stereo not drawn)	.	.	.	8	-26	1.3	7	2	1	4
O=S(=O)(NC(=S)NC1CCCCC1)c1ccc(Cl)cc1	-0.6	9	-6	-8	14	-0.5	-6	0	7	5
CC(NC(=O)CN(C)CC(=O)Nc1cccc(F)c1)c1ccccc1 (stereo not drawn)	0.8	2	-11	-4	3	-0.2	3	2	2	1
COc1ccc(-n2c3c(cc(C#N)c2=O)C(=O)CCC3)cc1	0.0	-7	18	-4	1	0.3	4	2	-2	-2
Cc1cccc(S(=O)(=O)N(C)C[C@@H]2OCc3cn(nn3)CCCC(=O)N([C@H](C)CO)C[C@H]2C)c1	-0.9	1	0	-11	8	-0.7	5	4	4	1
CCN1CCN(c2ccc(NC(=O)c3cccc4ncccc34)cc2)CC1	4.3	-9	-13	7	3	0.1	-1	-2	1	-4
CC(=O)Nc1nc2n(n1)C(c1ccc(F)cc1)C=C(c1ccccc1)N2 (stereo not drawn)	3.9	11	5	-250	2	22*	3	-3	-1	-6
Cc1cccc(OCC(O)Cn2ccnc2C)c1 (stereo not drawn)	0.6	-3	-10	16	-2	0.2	3	-3	1	0
CCN(CC)S(=O)(=O)c1ccc(Cl)c(C(=O)NCC2CCCO2)c1 (stereo not drawn)	0.6	-1	6	1	4	-0.5	1	8	-3	4
N#CC1=C(SCc2ccccc2Cl)NC(=O)C(C(N)=O)C1 (stereo not drawn)	2.5	-4	7	-1	3	0.1	3	4	-3	2
COc1cc(-c2[nH]ncc2CN2CCCC2c2nonc2C)cc(OC)c1OC (stereo not drawn)	-0.7	1	3	-7	-2	0.2	4	-1	-5	-5
O=C(COc1ccc(Cl)cc1Br)NC(=O)NC1CCCC1	4.2	15	-5	6	2	-0.1	2	0	6	-1
C#CCNC(=O)c1cc2cccnc2nc1N	.	3	-2	i	2	18*	6	-2	4	2
C[C@@H]1CCCCO[C@H](CN(C)C(=O)Nc2cccc3ccccc23)[C@@H](C)CN([C@H](C)CO)C(=O)c2cc(NC(=O)c3ccccc3)ccc2O1	-7.1	12	16	-26	-6	-2.5	1	1	-9	13
Cc1ccc(C(=O)NCCc2nc3ccccc3[nH]2)cc1[N+](=O)[O-]	1.0	7	7	8	-5	1.0	-1	-3	-4	3
Cc1ccc(C)n1NC(=O)c1ccccc1O	1.4	-10	9	-18	2	-0.3	4	3	-8	36*
O=C(Cc1cccc(NC(=O)C2CCCN(C(=O)CCc3ccccc3)C2)c1)Nc1ccc(C(=O)N2CCOCC2)cc1 (stereo not drawn)	-2.7	8	-1	4	-4	1.0	0	0	4	4
COCCCNC(=S)N1CCN(c2nc(-c3ccccc3)cs2)CC1	1.6	2	16	10	4	0.1	-1	6	1	-1
Cc1nc(SCC#N)c2c3c(sc2n1)CCC3	0.6	-4	10	1	-6	0.2	3	4	-5	-1
CCC(C)n1c(SCC(=O)Nc2cc(C)on2)nc2ccccc2c1=O (stereo not drawn)	-0.9	-15	4	-10	1	0.1	6	6	-2	1
CCOC(=O)N/N=C\c1ccc(OC/C=C/c2ccccc2)c(OC)c1	-0.8	20	2	-1	-3	0.6	4	2	-1	-3
Cc1ccc(S(=O)(=O)c2nc(N3CCOCC3)sc2Cl)cc1	3.4	18	0	-2	1	-0.7	-8	-9	-2	1
Cc1ccc2[nH]c3c(=O)n(CCN4CCNCC4)cnc3c2c1	0.4	7	-3	-81	0	0.7	1	5	-1	0
Cc1ccccc1N(CC(=O)O)S(C)(=O)=O	-0.9	11	5	-19	14	-0.6	-2	9	-5	1
COC(=O)c1cn(C)c2ccc(S(=O)(=O)N3CC(C)CC(C)C3)cc2c1=O (stereo not drawn)	0.5	-10	-1	3	4	-0.7	-7	1	6	-3
Cn1c(SCC(=O)N/N=C/C=C/c2ccco2)nc2ccccc21	2.4	-1	10	16	-3	-0.1	-3	-1	-9	24
CC(C)(C)NC(=O)CSc1nncn1NCc1c(Cl)cccc1Cl	0.6	3	1	2	-3	0.7	6	-1	-4	0
Cc1ccc(-n2c3c(c(=O)[nH]c2=O)C(NS(=O)(=O)c2ccc(Cl)cc2)(C(F)(F)F)C(=O)N3)cc1 (stereo not drawn)	-2.4	-3	-1	-4	2	-0.5	2	-1	4	0
c1csc(-c2nnc(NC3CCCCC3)c3ccccc23)c1	0.0	-3	13	-56	21*	-0.7	-6	-7	-4	-4
Cc1ccccc1CSc1nncn1N	0.2	11	-6	10	-1	-0.4	-3	4	-2	11
CSc1nc(N(C)NC(=O)c2ccc(Cl)cc2)c2ccccc2n1	1.5	1	-9	1	-7	0.4	-3	-7	1	3
O=C(NCCc1ccccc1)c1cc(-c2ccco2)on1	13*	0	15	11	6	-0.4	0	-4	-10	11
COc1ccc(Cn2ccnc2SCC(=O)NC2CCCC2)cc1	0.7	-8	-16	2	6	0.3	2	5	-7	-3
CCCCN(CC)Cc1c(O)ccc2c3c(c(=O)oc12)CCC3	0.3	6	-5	i	13	62*	-1	3	-8	0
Cc1c(NS(=O)(=O)c2cc(C(=O)NCCc3ccc(F)cc3)cc(Cl)c2Cl)c(=O)n(-c2ccccc2)n1C	0.4	4	-11	-3	-16	-0.2	-3	1	1	4
COc1ccc(C2(c3ccc(OC)cc3)NC(=O)N(Cn3nnc4ccccc4c3=O)C2=O)cc1	2.7	1	8	5	-5	0.8	0	0	0	1
CCc1ccc(/C=C2/C(=O)N(C)C(=S)N2CC(=O)OC)s1	0.1	6	8	8	3	0.1	20	6	-1	-6
CC(C)Cn1c(C23CC4CC(CC(C4)C2)C3)n[nH]c1=S	0.7	0	-11	7	13	-0.5	-2	1	2	-1
O=C(CSc1n[nH]c(=O)n1C1CC1)c1ccc(F)cc1	-0.7	13	-7	-7	6	0.6	-1	-5	5	-1
O=C1CN(C(=O)CNCc2ccc(Cl)cc2)c2ccccc2N1	-0.9	7	-5	-9	11	-0.3	-2	-3	4	-3
CSc1nc2sc3c(c2c(=O)n1C)CCC3	2.9	-6	10	6	-1	0.8	0	3	-5	5
Cc1ccc(C(=O)NCc2ccncc2)cc1S(=O)(=O)N1CCOCC1	-0.2	4	-12	3	6	0.4	1	1	1	0

New compounds follow:
SMILES	FXN GAA850 act	ARFGAP1 inh	ASAP1 GAP inh	ADAM10 inh	HGIII-sPLA2 inh	KLK7 zymogen act	GC-A act	GC-B act	Tn6 DDE FP	rCAG binder
CC(C)(C)C(=O)Nc1ccc(/C=C/C(=O)c2ccco2)cc1	4.2	1	-5	-176	-2	78*	4	6	-2	-2
CCn1c(O)c(C(C#N)=C2N=c3ccccc3=N2)c2ccccc21	-0.3	4	0	11	9	0.5	4	-2	1	4
COc1cccc(NC(=O)Nc2nnc([C@@H]3C[C@H](O)[C@@H](CO)O3)s2)c1	4.5	-2	4	-4	-8	0.6	0	-7	3	3
O=C(Oc1ccccc1C(=O)Oc1ccccc1)c1cccnc1	2.0	1	-3	-4	-9	1.5	-2	1	-1	-5
COc1ccc(N(C)S(=O)(=O)c2ccc(Cl)c(C(=O)NCCc3ccc(Cl)cc3)c2)cc1	-0.6	6	2	9	-11	0.0	-19	-8	-6	1
CC1CCCCN1c1ncnc(N)c1[N+](=O)[O-] (stereo not drawn)	-6.3	2	0	-8	3	0.1	5	0	-8	0

4 compounds out of the list above, sorted by the number in GC-B act, highest first.
SMILES | GC-B act
O=C(Oc1ccccc1C(=O)Oc1ccccc1)c1cccnc1 | 1
CC1CCCCN1c1ncnc(N)c1[N+](=O)[O-] (stereo not drawn) | 0
CCn1c(O)c(C(C#N)=C2N=c3ccccc3=N2)c2ccccc21 | -2
COc1ccc(N(C)S(=O)(=O)c2ccc(Cl)c(C(=O)NCCc3ccc(Cl)cc3)c2)cc1 | -8
